Screens deposited in PubChem BioAssay by several laboratories.
NR2E3 ag-1: activates human NR2E3 receptor | Q9Y5X4 | CHO-S Gal4-NCOR/VP16-NR2E3 two-hybrid, luciferase | inhibition of corepressor binding, % at 3.98 µM | actives 0.35% (n = 360,000) | AID 602229;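 active means inhibition above the mean of all tested compounds plus 3 SD, cut at about 70% in these data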;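 further: 0% = DMSO with NR2E3 transfected cells and 100% = cells lacking NR2E3 construct; higher means lower luciferase signal from less NR2E3 corepressor binding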
Target sequence (Q9Y5X4 whole entry, looked up, the tested form may be a part): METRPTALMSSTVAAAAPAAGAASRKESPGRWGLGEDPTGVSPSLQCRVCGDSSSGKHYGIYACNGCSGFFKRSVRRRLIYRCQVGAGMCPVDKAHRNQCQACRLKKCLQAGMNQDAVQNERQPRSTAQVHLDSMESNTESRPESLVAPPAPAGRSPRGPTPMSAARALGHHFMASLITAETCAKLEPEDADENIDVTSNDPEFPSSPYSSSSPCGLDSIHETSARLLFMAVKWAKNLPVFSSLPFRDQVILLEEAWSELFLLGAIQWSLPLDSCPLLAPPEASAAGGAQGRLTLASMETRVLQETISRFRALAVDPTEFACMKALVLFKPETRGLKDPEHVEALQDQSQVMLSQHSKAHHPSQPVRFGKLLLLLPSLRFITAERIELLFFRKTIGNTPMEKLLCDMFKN
MITF TRPM1 inh: inhibitors of MITF-driven TRPM1 promoter in melanoma cells; SK-MEL-5 TRPM1 promoter luciferase, 24 h; inhibition, % at 12.5 µM; actives 0.83% (n = 330,000); AID 488899;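 active means mean inhibition across replicates of 60% or more, whatever share of single replicates reaches that level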; further: values of inactives mirror those of a sister screen read the other way
iPSC survival up: enhancers of human iPSC single-cell survival | actives 0.044% (n = 360,000) | AID 602274 | hiPSC single-cell survival, ATPlite luminescence; 100% = ROCK inhibitor wells, 0% = DMSO | survival enhancement, % at 20 µM; in the data active means survival enhancement above about 18%;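 further: cells exposed to compounds for 16 hours before the ATP read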
Peg3 prom inh: inhibitors of Peg3 promoter. HeLa PEG-Prom luciferase reporter, luminescence, overnight. inhibition, % at 20 µM. actives 1.7% (n = 360,000). AID 588405;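 active means inhibition of at least 50% at 20 µM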
Shn3 inh set2: inhibitors of Schnurri-3 3'UTR reporter in osteoblasts; inhibition, % at 12.5 µM; Clone20 osteoblast Shn3 3'UTR firefly luciferase, 24 h; actives 0.52% (n = 360,000);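 active means mean inhibition of at least 75% with every replicate also reaching 75%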;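 further: 0% = median of neutral control wells and 100% = pilot-screen positive control compound; some compounds past the cut are filed as inactive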
HIF-2a inh: HIF-2a inhibition | 786-0 RCC cells HIF-2a reporter, luciferase luminescence, overnight | inhibition, % at 18.8 µM | AID 624352 | actives 0.72% (n = 360,000);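 active means inhibition of the luminescence signal of 40% or more relative to plate controls, in a single-dose primary screen at 18.75 µM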
CF NFkB inh: inhibitors of cystic fibrosis induced NF-kB | KKLEB NF-kB-GFP reporter, PAF-induced, GFP fluorescence overnight | inhibition, % at 5 µM | actives 0.86% (n = 360,000);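 active means at least 50% inhibition at 5 µM, scaled per plate between neutral and stimulator controls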;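 further: PAF is a Pseudomonas aeruginosa culture filtrate used as stimulus; plate controls were PAF-stimulated DMSO wells for no effect and unstimulated DMSO wells for full effect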
KKLEB tox: counter-screen for CF NF-kB inhibitors: cytotoxicity. KKLEB CF airway cells viability, ATPlite luminescence, overnight; active compounds read low; cells stimulated with P. aeruginosa culture filtrate. activity change (cytotoxicity), % at 5 µM. actives 0.36% (n = 360,000);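 active means corrected activity change at or below -50% at 5 µM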
NR2E3 ag-2: activates human photoreceptor nuclear receptor NR2E3. AID 2300. GST-NR2E3/biotin-RetCOR TR-FRET, 1536-well. actives 0.12% (n = 320,000). inhibition of corepressor binding, % at 4.78 µM;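 active means percent inhibition above the cutoff of mean plus 3 SD of all tested compounds, set per screening campaign, cut at about 20% in these data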;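 further: 0% = DMSO wells and 100% = biotin wells as full block of FRET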
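Test system: GST-NR2E3 and biotin-RetCOR proteins | Quantity: 1.35 nM GST-tagged NR2E3 final | Medium: Tris pH 7.5 | Also added: 7 nM biotin-RetCOR | Dosing: Compound at 4.8 µM, single dose | Timing: 5 h at 4 °C | Detection: Time-resolved FRET | Read-out basis: Percent inhibition | Benchmarks: Biotin wells as high control, 0.6% DMSO wells as low control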
C8 TRAIL sens: sensitizes caspase-8 expressing cells to TRAIL. AID 624354. actives 1% (n = 360,000). inhibition (viability loss, TRAIL sensitization), % at 10 µM. NB7+C8 cells + TRAIL, ATPlite viability luminescence;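 active means compounds causing at least 50% loss of cell viability in the single-dose screen, relative to plate controls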
EBV LMP1 NFkB: Epstein-Barr LMP1 NF-kappaB reporter inhibition; LMP1-induced NF-kappaB luciferase reporter cells, luminescence; inhibition, % at 12.5 µM; actives 0.69% (n = 350,000); AID 504558; in the data active means inhibition above about 41%;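 further: 0% = neutral control wells and 100% = reference inhibitor control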
* hit, by the source's call; x = no result given. A portion of the library; rates above refer to the full screens.

Every second line gives: NR2E3 ag-1	MITF TRPM1 inh	iPSC survival up	Peg3 prom inh	Shn3 inh set2	HIF-2a inh	CF NFkB inh	KKLEB tox	NR2E3 ag-2	C8 TRAIL sens	EBV LMP1 NFkB
[1] COc1ccc(NS(=O)(=O)c2cc(C(=O)N3CCN(C/C=C/c4ccccc4)CC3)ccc2C)cc1
 : -3	5	0.2	21	-21	-2	11	-14	-1	16	1
[2] O=C(Cn1c(S(=O)(=O)Cc2ccccc2)nc2ccccc21)N1CCCCC1
 : -17	x	1.0	2	-14	9	-17	2	-2	-13	3
[3] CCOC1=C2[C@H](c3ccccc3)N(S(=O)(=O)c3ccc(C)cc3)C[C@H]2n2c(=O)n(-c3ccccc3)c(=O)n2C1
 : -28	x	-1.5	-1	15	12	-2	-4	x	-11	x
[4] CCCSc1nnc2n(-c3ccccc3OC)c(=O)c3c4c(sc3n12)CCC4
 : 7	-4	1.3	12	-3	13	-10	8	-3	5	5
[5] CC(C)C(NCc1c(Cl)cccc1Cl)C(=O)O (configuration not stated)
 : -11	3	-3.8	-3	-5	-1	0	-3	0	-12	1
[6] Cc1cc(C)n(CC(C)NC(=O)c2cc(COc3ccc(F)c(F)c3)on2)n1 (configuration not stated)
 : -47	-62	0.0	-152	-68	-164	4	-9	x	3	-7
[7] CC(C)CNC(=O)C(=O)N/N=C/c1cccs1
 : 4	5	4.1	-55	-28	-108	-1	5	2	7	1
[8] Cc1ccccc1C(=O)c1c[nH]c(C(=O)N=CN(C)C)c1
 : -4	7	0.1	19	-13	7	5	-1	-3	-2	3
[9] OCc1ccccc1-c1cccc2nccn12
 : 25	x	1.0	0	0	17	-6	-3	x	-13	x
[10] O=C(NCC1COc2ccccc2O1)C1CCN(S(=O)(=O)c2cccc3nsnc23)CC1 (configuration not stated)
 : 6	4	-1.5	16	10	16	0	-11	3	-14	1
[11] COc1ccc(C(=O)NCCn2cc(SCC(=O)NCC3CCCO3)c3ccccc32)cc1 (configuration not stated)
 : 2	-3	-0.1	-46	-21	-29	6	5	-4	0	-6
[12] O=C(c1ccccc1)C1CCN(C(=O)c2ccco2)CC1
 : -18	5	-0.5	7	8	4	-5	16	2	-6	-7
[13] CC(C)Oc1ccc(C(=O)OCC(=O)NCCNC(=O)COC(=O)c2ccc(OC(C)C)cc2)cc1
 : -8	-2	0.8	-1	-3	-7	27	-13	1	2	0
[14] CCCc1nnc(NC(=O)c2nc(S(=O)(=O)Cc3cccc(C)c3)ncc2Cl)s1
 : 44	78*	0.0	109*	93*	69*	94*	-90*	2	45	9
[15] COc1cc(C(=S)N2CCCCC2)ccc1OCC(=O)Nc1ccc(F)cc1
 : -11	4	0.1	-21	-73	-20	19	6	-1	-3	11

(listing goes on)
Every second line gives: NR2E3 ag-1	MITF TRPM1 inh	iPSC survival up	Peg3 prom inh	Shn3 inh set2	HIF-2a inh	CF NFkB inh	KKLEB tox	NR2E3 ag-2	C8 TRAIL sens	EBV LMP1 NFkB
[16] COc1ccc(-c2cc(C(=O)N3CCCCC3)c3ccccc3n2)cc1
 : -11	-32	0.0	-71	-33	-131	0	-9	2	31	4
[17] Cc1cc(C(=O)N2CCOCC2)ccc1[N+](=O)[O-]
 : -28	-8	-0.5	5	1	11	12	5	2	-26	-2
[18] Cc1c(NC(=O)c2cccc(S(=O)(=O)N(C)c3ccccc3)c2)c(=O)n(-c2ccccc2)n1C
 : -4	3	-1.8	8	-25	4	-16	1	x	-6	3
[19] CC(=O)N1CCN(C(=O)COC(=O)c2ccc(S(C)(=O)=O)cc2)CC1
 : -32	2	1.1	10	-12	14	-4	-8	x	-3	-7
[20] Cc1ccc(-c2cc(C(=O)N3CCN(C(=O)c4ccco4)CC3)[nH]n2)cc1C
 : 4	-7	-0.5	-26	10	-24	29	-11	-1	-1	10
[21] COC(=O)CNC(=O)COc1ccccc1
 : -6	-28	8.0	7	x	10	-4	8	3	13	-4
[22] O=C1CN(C(=O)OCc2ccccc2)c2ccccc2N1
 : -56	-67	1.8	-198	-52	-146	7	2	0	1	-24
[23] CC(NC(=O)c1ccccc1Br)C1CC2CCC1C2 (configuration not stated)
 : -4	x	-0.3	1	-24	-15	4	5	-1	-8	x
[24] CCCCCCCCCCSc1n[nH]c(N)n1
 : 11	9	-2.4	-2	-3	-22	18	-4	-2	-3	-2
[25] Cc1cccc(N(CC(=O)NCc2ccco2)C(=O)CCC(=O)Nc2ccccn2)c1
 : -11	0	-0.8	13	11	20	3	-2	x	-6	5
[26] CCN(CC)C(=O)CSc1ccccc1N
 : 4	27	-3.1	-3	-7	-1	-17	3	3	1	-5
[27] Cc1cccc(CCNC(=O)CC2C(=O)NCCN2Cc2ccccc2C)n1 (configuration not stated)
 : -17	-8	-0.4	13	7	0	-12	-6	2	-7	-1
[28] CCOc1ccc(OCC(=O)Nc2ccc(S(=O)(=O)Nc3cc(C)nc(C)n3)cc2)cc1
 : 17	-1	-1.2	7	9	15	-13	-1	-1	-9	3
[29] COc1cc2nc(NCCCN3CCN(C)CC3)n3nc(-c4ccccc4)nc3c2cc1OC
 : -50	-8	-2.8	-14	-40	12	-75	-9	-1	7	-12
[30] C/C=C/C(=O)OCc1csc(CC(=O)Nc2ccccc2C)n1
 : -17	3	-0.3	4	-10	1	16	14	2	-1	-6

Additional results follow.
Every second line gives: NR2E3 ag-1	MITF TRPM1 inh	iPSC survival up	Peg3 prom inh	Shn3 inh set2	HIF-2a inh	CF NFkB inh	KKLEB tox	NR2E3 ag-2	C8 TRAIL sens	EBV LMP1 NFkB
[31] O=C(c1cccc([N+](=O)[O-])c1)N1CCN(Cc2ccc3c(c2)OCO3)CC1
 : -3	-6	-0.9	13	20	-4	8	6	3	-8	8
[32] Cc1noc(C)c1C(=O)NCCc1ccc(Cl)cc1
 : -17	-7	-0.5	2	-4	-22	8	-2	2	12	-8
[33] COc1ccc(/C=C(\C#N)C(=O)OCC(=O)NCc2ccco2)cc1
 : 3	12	-0.4	7	7	8	4	5	-2	11	1
[34] CCOC(=O)c1csc(NC(=O)c2ccc(C#N)cc2)n1
 : -10	-9	-2.2	-10	8	-5	10	-1	2	-11	-4
[35] Cc1ccc(Oc2c(CO)c(-c3ccccc3)nn2C)cc1
 : -10	1	-0.6	-3	-8	-6	6	-3	1	-18	3
[36] O=C(NCCC1=CCCCC1)C(=O)NCC1OCCCN1S(=O)(=O)c1ccc(F)cc1 (configuration not stated)
 : 4	2	-1.0	2	26	21	-26	26	1	1	-2
[37] CCOC(=O)N1CCN(C(=O)c2cc3n(n2)C(C(F)(F)F)CC(c2ccc4c(c2)OCO4)N3)CC1 (configuration not stated)
 : -30	13	-0.6	27	-3	10	-13	-3	6	14	3
[38] COc1ccccc1NC1=C(C)C(=O)CC1
 : -2	8	-4.7	-30	-10	-11	-63	4	-2	-4	-1
[39] Cc1c(C(=O)N2CCN(c3ccccc3F)CC2)sc2ncn(CC(=O)N3CCOCC3)c(=O)c12
 : -2	3	-2.3	10	-2	3	-2	8	3	0	3
[40] CCN(C[C@H]1N[C@@](CC)(C(=O)OC)[C@H]2C(=O)N(C)C(=O)[C@@H]12)C(=O)COc1ccccc1
 : -17	0	-1.9	-3	-5	6	-30	13	x	8	-7
[41] CN1CCN(C(=O)c2cc(-c3cccc(Cl)c3)on2)CC1
 : -23	-14	-0.5	-135	-34	-173	-6	-8	2	-5	-5
[42] O=[n+]1cc(-c2ccccc2)n([O-])c2c1CCCCC2
 : -6	5	-2.2	-12	-32	-29	-6	-2	1	-13	-4
[43] O=C(CCn1cccc1)NCc1ccc2c(c1)OCO2
 : 7	10	0.7	8	3	-1	7	0	-1	-17	-27
[44] CCc1nnc(NS(=O)(=O)c2ccc(NC(=O)c3cccc([N+](=O)[O-])c3)cc2)s1
 : 5	-1	0.7	-3	4	10	-1	-5	3	-4	-4
[45] CN(C)S(=O)(=O)c1ccc(N2CCCC2)c(C(=O)NNC(=O)COc2ccccc2F)c1
 : 3	3	-0.5	0	-26	5	7	-1	-1	6	12

Record cards, as listed above:
Shown for CN(C)S(=O)(=O)c1ccc(N2CCCC2)c(C(=O)NNC(=O)COc2ccccc2F)c1 = NR2E3 ag-1: 3; MITF TRPM1 inh: 3; iPSC survival up: -0.5; Peg3 prom inh: 0; Shn3 inh set2: -26; HIF-2a inh: 5; CF NFkB inh: 7; KKLEB tox: -1; NR2E3 ag-2: -1; C8 TRAIL sens: 6; EBV LMP1 NFkB: 12
Shown for O=C(c1cccc([N+](=O)[O-])c1)N1CCN(Cc2ccc3c(c2)OCO3)CC1 = NR2E3 ag-1: -3; MITF TRPM1 inh: -6; iPSC survival up: -0.9; Peg3 prom inh: 13; Shn3 inh set2: 20; HIF-2a inh: -4; CF NFkB inh: 8; KKLEB tox: 6; NR2E3 ag-2: 3; C8 TRAIL sens: -8; EBV LMP1 NFkB: 8

More structures.
Every second line gives: NR2E3 ag-1	MITF TRPM1 inh	iPSC survival up	Peg3 prom inh	Shn3 inh set2	HIF-2a inh	CF NFkB inh	KKLEB tox	NR2E3 ag-2	C8 TRAIL sens	EBV LMP1 NFkB
[46] O=C(CN(Cc1ccc(Cl)cc1)C(=O)CNS(=O)(=O)c1ccc(F)cc1)NCC1CCCO1 (configuration not stated)
 : -2	9	-0.6	-1	2	10	-17	4	-2	-18	-4
[47] CCn1c(C)cc(/C=C2/NC(=O)N(c3ccccc3)C2=O)c1C
 : -12	-61	-2.8	-239	-56	-225	-20	10	1	-1	5
[48] Cc1ccc(CCNC(=O)Cc2ccc(NC3=NC4CS(=O)(=O)CC4S3)cc2)cc1 (configuration not stated)
 : -9	-5	-1.8	17	7	12	-6	22	2	9	85*
[49] Cc1nn(-c2ccccc2)c2nc(-c3ccccc3)cc(C(=O)N3CCOCC3)c12
 : -1	-5	0.4	13	3	-13	-30	2	-1	-6	-3
[50] CCC(=O)Oc1ccc2c(C)cc(=O)oc2c1C
 : 15	0	1.8	-3	-5	13	24	-2	-2	20	3
[51] O=C(Nc1ccc2ccccc2c1)[C@@H]1C[C@H]1[C@@H](NP(=O)(c1ccccc1)c1ccccc1)c1ccccc1
 : -6	14	-2.9	-47	-3	1	-5	-1	-4	25	-5
[52] c1ccc(C2=NNC(c3ccccn3)=NN2)nc1
 : -40	-52	-0.7	-167	-80	-68	-1	1	1	6	0
[53] CCOC(=O)N/N=C/c1cn(Cc2ccccc2Cl)c2ccccc12
 : -30	2	0.7	18	27	12	11	-11	1	5	9
[54] Cc1cccc(C(=O)OCC(=O)N(C)CC(=O)Nc2ccc(Cl)c(C(F)(F)F)c2)c1
 : 0	-6	-0.4	4	-4	2	0	-17	1	1	1
